Screens (PubChem)
DRD3 agonist – agonists of human D3 dopamine receptor. P35462. D3R DiscoveRx beta-arrestin cells, luminescence, 90 min. max activation, %. 0.58% of 410,000 active; in the data active means max activation above about 30%; further: 0% is about no effect; mostly tested at two doses, the higher about 12 µM
Target sequence (P35462 whole entry, looked up): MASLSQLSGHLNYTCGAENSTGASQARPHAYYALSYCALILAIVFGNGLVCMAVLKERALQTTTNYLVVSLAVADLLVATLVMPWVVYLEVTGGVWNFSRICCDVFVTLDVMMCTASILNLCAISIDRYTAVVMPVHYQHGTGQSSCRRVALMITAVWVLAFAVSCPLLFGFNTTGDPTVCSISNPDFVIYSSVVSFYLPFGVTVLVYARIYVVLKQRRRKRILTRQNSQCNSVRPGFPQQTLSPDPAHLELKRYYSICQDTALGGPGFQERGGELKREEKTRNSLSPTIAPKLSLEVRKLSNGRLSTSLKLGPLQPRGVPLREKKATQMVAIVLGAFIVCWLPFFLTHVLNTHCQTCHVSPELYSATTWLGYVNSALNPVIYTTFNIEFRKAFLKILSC
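Agonist mode: compounds and dopamine controls were applied to plated cells for 90 min at 37 degrees C after an overnight attachment at 1500 cells/well. Luminescent read-out followed 30 - 60 minutes at room temperature with DiscoveRx detection reagent.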
HT1080NT lethal – kills 2HG-producing HT-1080-NT fibrosarcoma cells; Potency, µM (doses to about 46.1 µM), for inactives: top-dose activity, negative = less viability, most hits filed as cytotoxic; 1.6% of 360,000 active; HT-1080-NT fibrosarcoma viability, CellTiter-Glo ATP luminescence, 48 h;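 further: NT is the 2HG producing partner of a matched IDH1 knockdown line; potency means the concentration at half of the fitted maximal effect; 0% = DMSO-treated cells and -100% = media-only wells without cells; nearly all actives have a fitted effect of over 55% in size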
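A 48-hour cytotoxicity screen used HT-1080-NT cells plated 2 hours before compound delivery. ATP-based CellTiter-Glo luminescence measured viability, normalized to DMSO and no-cell controls.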
SW480 rereplic – DNA re-replication induction in SW480 cells; 1.8% of 340,000 active; Potency, µM (titrated, usually from 46.1 µM), for inactives: at the highest dose re-replication activation, actives largely listed as activators; SW480 DNA re-replication, Hoechst DNA content imaging, 48 h; further: potency means the concentration at half of the fitted maximal effect; % of control where 0% means no effect; nearly all actives have a fitted effect of over 55% in size
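Quantitative HTS format with DMSO vehicle controls; 48 hr drug incubation at 37 C, then 40 min Hoechst staining and scanning imager measurement at 405 nm excitation.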
HT1080 IDH1KD tx – kills HT-1080 cells with IDH1 knockdown; HT-1080 IDH1 knockdown viability, ATP luminescence, 48 h; 2% of 360,000 active; Potency, µM (highest dose often 46.1 µM), inactives show top-dose activity, negative = toxicity, usual class: cytotoxic;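 further: potency means the concentration at half of the fitted maximal effect; 0% = DMSO wells and -100% = cell-free medium wells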
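In this qHTS, HT-1080 cells depleted of IDH1 are exposed for 48 h at 37 °C to compound titrations. Toxicity is scored from CellTiter-Glo luminescence, with DMSO as full viability and medium alone as none.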
MCF10A rereplic – inducers of DNA re-replication in MCF 10A breast cells | AID 624296 | MCF 10A DNA re-replication, Hoechst nuclear intensity, 48 h | Potency, µM (titrated, usually from 46.1 µM), without a hit: at the highest dose activity, positive = re-replication, most hits filed as activators | 2.9% of 350,000 active; further: potency means the concentration at half of the fitted maximal effect; % of control where 0% means no effect; nearly all actives have a fitted effect of over 50% in size
IL-1B inflam inh – inflammasome signaling inhibition, IL-1 beta readout. THP-1 LPS/ATP IL-1B secretion, AlphaLISA, 16 h; active compounds read low. activity change, % at 57.5 µM. 4.7% of 360,000 active. AID 743279; in the data active means activity change below about -50%; inconclusive means mostly about -30% to -49%; further: on the % scale 0 is the no-effect control and ±100 the full control effect
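Secreted IL-1B measured by AlphaLISA bead assay after 16 h compound exposure of THP-1 cells; compounds (final up to 57.5 uM) added 1 h before LPS (250 ng/mL) and ATP (1.25 mM) stimulation; lower signal means less secretion.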
KB-V1 MDR tox – kills drug-selected multidrug resistant KB-V1 cells | Potency, µM (doses to about 46.1 µM), inactives show top-dose activity change, negative = cytotoxicity, actives largely listed as cytotoxic | 3.4% of 400,000 active | KB-V1 MDR cells viability, CellTiter-Glo, 72 h; further: potency means the concentration at half of the fitted maximal effect; on the % scale 0 is the no-effect control and ±100 the full control effect; nearly all actives have a fitted effect of over 60% in size
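KB-V1, DMEM (no phenol red) + 10% FBS; cpd pin-transferred, titration series; 72 h, 37 degrees C; CellTiter-Glo, luminescence. Data normalized, curve-fit.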
KB-3-1 cytotox – KB-3-1 parental cell cytotoxicity; 1.4% of 400,000 active; KB-3-1 viability, CellTiter-Glo ATP luminescence, 72 h; Potency, µM (highest dose often 46.1 µM), for inactives: at the highest dose activity change, negative = cytotoxic, hits mostly cytotoxic; further: potency means the concentration at half of the fitted maximal effect; on the % scale 0 is the no-effect control and ±100 the full control effect; nearly all actives have a fitted effect of over 60% in size
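Cytotoxicity measured as CellTiter-Glo luminescence after 72 h at 37 C. Compound titrations were pinned onto drug-naive KB-3-1 parental adenocarcinoma cells grown in DMEM with 10% FBS, and normalized data fitted to concentration-response curves.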
HEK293 tox – cytotoxic in the GLP-1 receptor inverse agonist counter-screen | HEK293 cAMP-luciferase reporter cells, luminescence, 24 h | Potency, µM (top dose mostly 38.3 µM), for inactives: at the highest dose activity change, negative = inhibition, most hits filed as inhibitors | 0.13% of 410,000 active | AID 624418;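 further: loss of luciferase light is scored as toxicity; potency means the concentration at half of the fitted maximal effect; on the % scale 0 is the no-effect control and ±100 the full control effect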
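1536-well qHTS counterscreen of the MLSMR; 200 cells/uL, 12 h pre-incubation, 23 nL cpd, 24 h at 37 deg C 5% CO2, luciferase detection reagent, 12 min RT, luminescence. Inhibition = undesired.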
Numbers without * were called inactive; ? = inconclusive; / = no result given; & = joins results of further samples; [ ] = dose if it differs, or a comment. Unless noted, the call rests on the fitted dose curve; in most records, active means well fitted curve in the direction sought with a large enough effect; inconclusive means small, poorly fitted or top-dose-only effect, or another doubt; inactive means no such curve, though single readings can be large; an effect the other way counts as inactive or inconclusive.

SMILES | DRD3 agonist | HT1080NT lethal | SW480 rereplic | HT1080 IDH1KD tx | MCF10A rereplic | IL-1B inflam inh | KB-V1 MDR tox | KB-3-1 cytotox | HEK293 tox
COCCNC(=O)C(c1ccc(F)cc1)N(Cc1cccs1)C(=O)CCC(=O)Nc1ccccn1 (stereo not drawn) | 4 | -8% | -2% | -8% | -7% | -2 | -1% | -3% | 0%
COC(=O)/C(=N\Nc1ccc(Cl)cc1)Sc1nnc(-c2ccc(OC)cc2)n1C | -25 | -3% | -4% | -6% | -1% | -15 | -25% | -14% | -4%
CC1(C)CC(=O)C(C=NCC2CCN(C(=O)Nc3ccc(Cl)c(Cl)c3)CC2)=C(O)C1 | -4 | 11% | -5% | 14% | 8% | -13 | 14% | -9% | -11%
CCOc1ccc(-n2c(O)c(/C=N/c3ccnn3Cc3ccncc3)c3ccccc3c2=O)cc1 | 2 | -2% | 21µM* | 8% | ? | 4 | -2% | 15% | 9%
Cc1ccn2c(Cc3ccccc3)c(-c3ccc(F)cc3)nc2c1 | -4 | -3% | / | -6% | / | -19 | -13% | ? | -23%
COC(=O)CCC(=O)OC1(C)C(=O)C=C2C=C(C3CC3)N(Cc3ccccc3)C=C2C1=O (stereo not drawn) | 1 | 8% | 1% | 2% | 0% | 0 | -11% | 5% | -11%
CCn1nc(C(=O)OCC(=O)N(CC(C)C)c2c(N)n(Cc3ccccc3)c(=O)[nH]c2=O)c2ccccc2c1=O | -1 | 2% | 9% | -3% | -2% | -3 | 8% | 6% | 3%
CCCC(=O)Nc1ccc2oc(=O)ccc2c1 | 0 | 13% | -7% | 10% | 0% | 11 | 0% | -3% | -11%[0.307 µM]
Cc1noc(C)c1C(=O)OCC(=O)c1ccc[nH]1 | 4 | 16% | -1% | 15% | 13% | -3 | -11% | 8% | -25%
CCc1nc2ccc(C(=O)NCCCn3ccnc3)cn2c1N(C)Cc1ccc(N(C)C)cc1 | 8 | 14% | / | 4% | / | -20 | 3% | 0% | 3%
CCOC(=O)c1ccc2nc(NC(NC(C)=O)(C(=O)OC)C(F)(F)F)sc2c1 (stereo not drawn) | -20 | 4% | -2% | -12% | -13% | -12 | 11% | -2% | -10%
CCc1nnc(SCC(=O)Nc2ccc(OC)c(OC)c2)c2cc3occc3n12 | 4 | / | / | / | / | / | 3% | 1% | -3%
COc1cc2c(cc1OC)C(C(=O)Nc1ccccn1)C(c1cccnc1)N(C)C2=O (stereo not drawn) | -1 | 7% | 0% | 0% | -3% | 14 | 2% | -4% | -8%
C[C@H]1CN([C@@H](C)CO)S(=O)(=O)c2ccc(Br)cc2O[C@H]1CN(C)Cc1ccccc1F | -6 | -14% | / | -11% | / | ? | -28% | 2% | -1%
CCc1nc(N2CCC3(CC2)OCCO3)c2nnn(Cc3ccccc3Cl)c2n1 | -3 | 0% | 0% | -12% | 13% | ? | -6% | -3% | 15%
COc1ccc(NC(=O)c2ccc(NC(=O)CCS(=O)(=O)c3cccs3)cc2)cc1 | -1&0 | -24% | 20% | ? | 15% | 26 | ? | ? | -1%&-18%
CCOC(=O)CNC(=O)c1cn(CC)c(=O)c2cc(OC)c(OC)cc12 | -7 | 13% | -1% | 16% | -4% | 0 | 4% | -2% | -1%
CCOC(=O)c1nc(NCc2ccccc2C)c2ccccc2n1 | 3 | 4% | -4% | -1% | 0% | 2 | ? | 1% | -7%
O=c1ccc2ccc(O[C@@H]3O[C@H](CO)[C@@H](O)[C@H](O)[C@H]3O)c(O)c2o1 | 2 | 5% | -53%[inhibitor] | 6% | 7% | 10 | ? | 0% | 2%
Cc1[nH]c2ccccc2c1/C=N/NC(=O)c1ccccc1 | 4 | 3% | 1% | -2% | 3% | 20 | -3% | 2% | -2%
CCOC(=O)COc1nc(OC)nc(N2CCOCC2)n1 | 4 | 7% | -11% | 5% | 1% | 0 | 4% | 8% | -6%
CN(C)S(=O)(=O)c1ccc(C(=O)NN2C(=O)NC3(CCCCC3)C2=O)cc1 | 8 | 6% | -8% | 0% | -3% | 9 | 6% | -11% | -1%
COc1ccc(C(c2nnnn2C2CCCCC2)N2CCN(C/C=C/c3ccccc3)CC2)cc1 (stereo not drawn) | -17 | ? | / | ? | / | -9 | ? | -1% | -3%
Cc1ccc(S(=O)(=O)N2CCC(=O)N([C@H](COCc3cccc(Cl)c3)C(C)C)CC2)cc1 | -1 | -3% | / | 6% | / | 11 | ? | -10% | -3%
CCCCCCC(O)(CCN1CCCCC1)c1ccccc1 (stereo not drawn) | -15 | -15% | ? | -10% | ? | ? | 3% | 8% | -11%
CC#CC[N+](C)(C)CCCCCC | 3 | 2% | -7% | 1% | -2% | 43 | 22% | ? | 2%
Cc1nnc(SCC(=O)Nc2ccccc2N2CCOCC2)s1 | 4 | 0% | -21% | -1% | 10% | 5 | -5% | -1% | -17%
Cc1ccc(-c2onc3ccc(C4OCCO4)cc23)cc1 | 3 | -2% | -1% | -5% | -44%[inhibitor] | -18 | -23% | 1% | 11%
Cc1cc(C)c2oc(C(=O)Nc3c(C)n(C)n(-c4ccccc4)c3=O)cc(=O)c2c1 | 2 | / | / | / | / | / | 12% | -5% | -5%
CC(C)CCn1nc(C(=O)OC(C)C(=O)NC(N)=O)c2ccccc2c1=O (stereo not drawn) | 2 | -6% | -10% | -1% | 1% | 18 | ? | 4% | -11%

The last 2 entries of the part before are carried over, then new ones follow.
SMILES | DRD3 agonist | HT1080NT lethal | SW480 rereplic | HT1080 IDH1KD tx | MCF10A rereplic | IL-1B inflam inh | KB-V1 MDR tox | KB-3-1 cytotox | HEK293 tox
Cc1cc(C)c2oc(C(=O)Nc3c(C)n(C)n(-c4ccccc4)c3=O)cc(=O)c2c1 | 2 | / | / | / | / | / | 12% | -5% | -5%
CC(C)CCn1nc(C(=O)OC(C)C(=O)NC(N)=O)c2ccccc2c1=O (stereo not drawn) | 2 | -6% | -10% | -1% | 1% | 18 | ? | 4% | -11%
COc1ccc(N2CCN(C(=O)c3ccc(N(C)S(=O)(=O)c4ccc(OC)cc4)cc3)CC2)cc1 | 9 | -14% | -33%[inhibitor] | -30% | 18% | ? | ? | ? | 2%
CN1C(=O)N(C)c2cccc3cccc1c23 | 1 | 16% | 3% | 12% | -1% | -8 | -7% | 1% | 8%
COc1ccc([C@@H]2[C@@H](C)N(c3ccccc3)c3ccccc3C(=O)N2Cc2ccccc2)cc1 | -6 | ? | / | ? | / | -9 | -6% | 0% | 10%
O=C(CSCc1ccc([N+](=O)[O-])cc1)N/N=C/c1ccncc1 | -1 | 6% | -8% | 5% | -1% | 0 | -16% | 9% | -4%
OC[C@@H]1CN(Cc2ccc3c(c2)OCO3)C[C@H](n2cnc3c(NCc4ccco4)ncnc32)O1 | 9 | 8% | / | 4% | / | 0 | 0% | 0% | -1%
COC(=O)c1c(C)[nH]c(C(=O)CN2CCOCC2)c1C | -12 | -3% | 0% | -2% | -1% | 23 | ? | 2% | 11%
Cc1ccc(NC(=O)CSCC(=O)Nc2ncc3c(n2)CC(c2ccco2)CC3=O)cc1 (stereo not drawn) | 17 | 7%[9.24 µM] | -3% | 9% | 4% | 0 | ? | 1% | -1%
Cc1ccc2cc(C#N)c(N3CCCN(C(=O)c4cnccn4)CC3)nc2c1 | -16 | -1% | -32%[inhibitor] | -2% | 17% | -9 | -2% | -19% | 0%
CCOC(=O)C1=C(C)NC(=O)C(C(N)=O)C1c1ccccc1 (stereo not drawn) | 11 | 6% | -1% | 9% | -2% | 26 | 3% | -3% | 4%
CC(=O)Nc1cccc(-c2ccnc3c2CC(C)(C(=O)Nc2cccnc2)O3)c1 (stereo not drawn) | -5 | ? | / | 16% | / | 28 | 1% | 0% | -2%
O=C(CCCn1c(SCC(=O)Nc2ccccc2C(F)(F)F)nc2ccccc2c1=O)NCC1CCCO1 (stereo not drawn) | 5 | -1% | -1% | 1% | -7% | 40 | 10% | -12% | -11%
COc1ccc(C(=O)c2cnc3ccc(C)cc3c2S(=O)(=O)c2ccccc2)cc1 | -8 | / | / | / | / | / | ? | -8% | ?
COC/C=C/C1=CC2=CC(=O)C(C)(OC(=O)c3cnc4ccccc4n3)C(=O)C2=CN1Cc1ccccc1 (stereo not drawn) | -16 | -30% | ? | -19% | ? | 0 | ? | ? | -17%
COC(=O)C1=C[C@@H](C(=O)OC)[C@@H]2C3=C(C(=O)[C@@]2(C)NC(=O)c2ccccc2)[C@H](C)n2c(=O)n(C)c(=O)n2[C@@H]3C1 | 7 | 13% | ? | 0% | 4% | 56 | -5% | 0% | 4%
COc1ccc(CCNC(=O)c2c(C)cc(=O)oc2C)cc1OC | -4 | 18% | -5% | 3% | -6% | 1 | -8% | -2% | -5%
CNC(=O)CS(=O)CC(=O)Nc1cc(OC(C)C)c(Cl)cc1Cl (stereo not drawn) | 1 | 2% | -2% | -7% | -6% | -2 | ? | 1% | -5%
C=CCOC(=O)C1=C[C@H](C(C)(C)C)[C@@H](CCCO)[C@H](OCC)O1 | 4 | 1% | -12% | 1% | 14% | 0 | -28% | 0% | 2%
CC(C)(O)C#Cc1ccc(C(=O)N2CCN(c3ccc([N+](=O)[O-])cc3)CC2)cc1 | 6 | -6% | -3% | -12% | 10% | -11 | 3% | -27% | ?
Cc1cc(N2C(=O)C3C4C=CC(C4)C3C2=O)ccc1Br (stereo not drawn) | -5 | -8% | 0% | -5% | 9% | 5 | 0% | -29% | -11%

No enrichment for hits (roughly 11% active in at least one column).
